Rab9 prom act: Rab9 promoter activation | Huh7 Rab9 promoter-luciferase reporter, luminescence, 24 h | Potency, µM (doses to about 9.22 µM), without a hit: at the top dose activation, negative = inhibition, actives largely listed as activators | 320,000 tested, 2.8% active; further: % of control where 0% means no effect; nearly all actives have a fitted effect of over 60% in size
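Promoter activation is measured as luciferase luminescence in Huh7 cells stably transfected with a Rab9 promoter–luciferase construct, following 24 h compound exposure at 37 °C and 10 min reagent incubation at ambient temperature.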
ELG1 genotox: inducers of genotoxicity in HEK293T ELG1-luciferase cells | HEK293T ELG1-luciferase reporter, luminescence, 16 h | Potency, µM (titrated, usually from 46 µM), without a hit: top-dose activity change, positive = activation, hits mostly activators | 330,000 tested, 1.3% active | AID 504466; further: % of control where 0% means no effect; nearly all actives have a fitted effect of over 60% in size
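Genotoxicity was scored as increased ELG1-luciferase reporter signal, measured by ONE-Glo luminescence (30 min, room temperature). Compound or vehicle exposure of the HEK293T reporter cells lasted 16 hr at 37°C.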
p53 reactivator: re-activators of mutant p53; H1299 p53-A138V BP100-luciferase reporter, luminescence, 24 h; Potency, µM (highest dose often 92.2 µM), without a hit: at the highest dose activity change, positive = activation, most hits filed as activators; 320,000 tested, 0.063% active; further: % of control where 0% means no effect; nearly all actives have a fitted effect of over 45% in size
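p53-null H1299 cells stably carrying temperature-sensitive p53-A138V and a BP100-luciferase reporter were pinned with compounds (4-point, 1:5 series) and held 24 hrs at 37 deg C. Luminescence was read 10 min after detection reagent.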
BRCA1 expr up: activators of BRCA1 expression; AID 624202; Potency, µM (doses to about 46.1 µM), for the others: at the highest dose activation, actives largely listed as activators; MCF7-BRCA1-FFLuc reporter, luminescence, 48 h; response scale: scaled: vehicle 0%, 10 µM genistein 100%; 380,000 tested, 1.1% active; further: nearly all actives have a fitted effect of over 80% in size; some results filed as inactive show a strong effect at the top dose
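MCF7 cells carrying a BRCA1-firefly luciferase reporter (2000 cells/well, phenol-red free MEM) were attached for 2 h at 37 °C, then given compounds for 48 h. Luminescence was read 15 min after luciferase reagent; activity normalized to genistein (10 microM) and DMSO.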
NPC1 prom act: NPC1 promoter activation; Potency, µM (highest dose often 9.22 µM), for the others: top-dose activation, actives largely listed as activators; AID 485313; 320,000 tested, 2.4% active; Huh7 NPC1 promoter luciferase reporter, 24 h;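 further: % of control where 0% means no effect; nearly all actives have a fitted effect of over 60% in size; reporter is driven by a mutant NPC1 promoter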
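In 1536-well qHTS, Huh7 cells harboring an NPC1 promoter–luciferase construct received compound for 24 h; activation was quantified by luminescence following luciferase reagent addition.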
MBNL1 CUG block: MBNL1-poly(CUG) RNA binding inhibition | TR-FRET MBNL1-His/biotin-(CUG)12 binding, 665/545 ratio | Potency, µM (titrated, usually from 57.5 µM), for the others: at the highest dose activity change, negative = inhibition, most hits filed as inhibitors | 280,000 tested, 0.036% active | AID 2675; active means well fitted inhibition curve with a large enough effect in the signal ratio, with a control signal flat, not every such curve was filed as active; inconclusive means small, poorly fitted or top-dose-only effect, or effect the other way, or a change in a side signal; inactive means no such curve, though single readings can be large or run the other way; the % refers to the signal ratio; further: on the % scale 0 is the no-effect control and ±100 the full control effect
Target sequence (Q9NR56 whole entry, looked up): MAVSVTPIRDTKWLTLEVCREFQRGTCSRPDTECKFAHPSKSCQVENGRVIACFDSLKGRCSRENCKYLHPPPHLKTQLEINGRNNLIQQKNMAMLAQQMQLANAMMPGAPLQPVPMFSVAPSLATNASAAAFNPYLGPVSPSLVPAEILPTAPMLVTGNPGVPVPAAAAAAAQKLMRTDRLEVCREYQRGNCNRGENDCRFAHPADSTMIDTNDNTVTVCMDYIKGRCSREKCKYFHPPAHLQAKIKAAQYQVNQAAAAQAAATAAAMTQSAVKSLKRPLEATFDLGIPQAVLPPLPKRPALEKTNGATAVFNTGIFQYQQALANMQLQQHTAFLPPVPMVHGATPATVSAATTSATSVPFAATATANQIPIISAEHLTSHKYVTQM
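Compounds (final 92 nM to 58 uM) are added to His-tagged MBNL1 and biotin-(CUG)12, then terbium anti-His antibody and streptavidin-XL665 (5 nM final). After 60 min at room temperature, the 665/545 nm ratio is read.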
uPA generation: blocks generation of uPA at the cell surface; Potency, µM (titrated, usually from 38.3 µM), without a hit: at the top dose activity change, negative = inhibition, usual class: inhibitors; 330,000 tested, 0.31% active; cell surface uPA generation assay, qHTS; active means well fitted inhibition curve with a large enough effect; inconclusive means small, poorly fitted or top-dose-only effect; inactive means no such curve, though single readings can be large or run the other way; tested in mouse RAW 264.7 cells; further: on the % scale 0 is the no-effect control and ±100 the full control effect; nearly all actives have a fitted effect of over 55% in size
FLuc counter: firefly luciferase modulation, counter-screen for miR-21 project; Potency, µM (top dose mostly 57.5 µM), for inactives: at the top dose activity change, negative = inhibition, actives largely listed as inhibitors; AID 588342; purified FLuc, Km substrates, luminescence inhibition; P08659; 360,000 tested, 6.9% active;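 further: plate controls were vehicle for no effect and reference inhibitor for full effect; nearly all actives have a fitted effect of over 55% in size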
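Purified P. pyralis luciferase, 10 nM final, with Km-level 10 uM D-luciferin and 10 uM ATP in 50 mM Tris acetate pH 7.5, 10 mM Mg acetate, 0.01% Tween-20, 0.05% BSA; 6-point qHTS titration about 60 µM downward; luminescence read.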
RORgamma inh: blocks mouse ROR gamma transcriptional activity. P51450. Drosophila S2 Gal4-RORgamma UAS-luciferase reporter, 20 h. Potency, µM (highest dose often 53.6 µM), inactives show at the top dose activity change, negative = inhibition, actives largely listed as inhibitors. 310,000 tested, 5.4% active. AID 2551; further: on the % scale 0 is the no-effect control and ±100 the full control effect; nearly all actives have a fitted effect of over 60% in size
Target sequence (P51450 whole entry, looked up, the tested form may be a part): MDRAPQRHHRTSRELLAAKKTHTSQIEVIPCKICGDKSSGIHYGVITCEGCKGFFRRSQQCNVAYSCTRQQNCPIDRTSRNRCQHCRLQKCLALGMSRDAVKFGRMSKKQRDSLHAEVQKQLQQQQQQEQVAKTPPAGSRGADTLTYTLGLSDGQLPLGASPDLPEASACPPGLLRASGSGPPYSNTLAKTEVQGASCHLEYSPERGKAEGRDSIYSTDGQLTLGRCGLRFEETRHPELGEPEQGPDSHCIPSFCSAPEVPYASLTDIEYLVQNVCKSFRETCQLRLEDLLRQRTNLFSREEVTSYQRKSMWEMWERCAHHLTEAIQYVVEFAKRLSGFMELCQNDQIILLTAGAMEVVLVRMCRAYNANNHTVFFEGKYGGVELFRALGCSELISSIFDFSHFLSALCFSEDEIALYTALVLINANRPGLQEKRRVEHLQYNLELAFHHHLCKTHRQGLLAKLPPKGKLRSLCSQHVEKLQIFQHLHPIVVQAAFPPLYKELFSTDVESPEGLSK
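Read-out: Photinus luciferase luminescence; inhibitors lower reporter signal. Insect Schneider cells with Gal4-ROR gamma fusion under metallothionein promoter, UAS reporter; 700 uM final copper sulfate induction, 20 hr, ambient temperature.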
VP16 counter: Gal4-VP16 reporter inhibition counter-screen. 310,000 tested, 3.5% active. Potency, µM (top dose mostly 53.6 µM), inactives show at the top dose activity, negative = inhibition, hits mostly inhibitors. Drosophila S2 Gal4-VP16 UAS-luciferase, luminescence, 20 h;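 further: Gal4-VP16 expression switched on by copper sulfate through the metallothionein promoter; on the % scale 0 is the no-effect control and ±100 the full control effect; nearly all actives have a fitted effect of over 50% in size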
* hit, by the source's call; u = inconclusive; x = not tested or not shown; & = joins results of further samples; [ ] = another dose, or the depositor's remark. Unless noted, the call rests on the fitted dose curve; in most records, active means well fitted curve in the direction sought with a large enough effect; inconclusive means small, poorly fitted or top-dose-only effect, or another doubt; inactive means no such curve, though single readings can be large; an effect the other way counts as inactive or inconclusive. Potency means the concentration at half of the fitted maximal effect. Rows are unselected; 13% or so of the library scored in one or more.

Each structure is followed by: Rab9 prom act	ELG1 genotox	p53 reactivator	BRCA1 expr up	NPC1 prom act	MBNL1 CUG block	uPA generation	FLuc counter	RORgamma inh	VP16 counter
- CCC1CCCCN1CCCNC(=O)c1c(O)nc2cc(C)ccn2c1=O (stereo not drawn)
 : 7.2%	1.2%	-2.2%	0.1%&6.0%	0.1%	6.8%	-1.1%	2.6%&-1.0%	-8.2%	6.7%
- Cc1sc(N)c(C(=O)c2ccccc2Cl)c1C
 : -4.8%	0.0%	-2.6%	5.3%	-0.4%	10.6%	8.6%	-5.8%	-22.6%	-3.9%
- O=C(Nc1cccc(-c2ccc(N3CCOCC3)nn2)c1)c1ccc(Cl)cc1
 : u	u	11.8%	54.5%	u	x	-1.6%	2.13µM*	x	x
- COc1cc(-c2csc(C)n2)ccc1O
 : -0.2%	0.3%	13.5%	50.5%	1.5%	-6.9%	2.8%	-2.7%[2.3 µM]	16.3%	14.0%
- CC(C)Oc1ccc(S(=O)(=O)N2CCOCC2)cc1NC(=O)CCCSc1ccccc1
 : -7.4%	-3.7%	-8.2%	-30.0%	-0.4%	x	-3.5%	-1.6%	x	x
- Oc1ccc(/C=C/c2nc(-c3ccccc3O)n(-c3ccccc3)n2)cc1
 : 5.2%	0.1%	-1.8%	1.6%	-3.9%	12.4%	x	16.9µM*	u	u
- CC(C)[C@H](NC(N)=O)C(=O)NCCc1ccc(Cl)cc1Cl
 : -3.6%	-4.6%	0.4%	-29.7%	-0.9%	2.5%	u	1.9%	-0.4%	0.5%
- Cn1c(CSCc2ccc(F)cc2)nnc1SCC(=O)N1CCN(c2ccccc2)CC1
 : -8.2%	-14.8%	-15.7%	-52.7%	-7.6%	-0.6%	-3.6%	2.2%	u	u
- Cc1c(C(=O)Oc2cccc3ccccc23)cnn1-c1ccccc1
 : u	8.91µM*	u	20.5%	21.8%	3.6%	0.7%	9.53µM*	27.9%	-10.5%
- COc1cccc(CNC(=O)Cn2cc3c(n2)CCCC3)c1
 : -1.4%	u	-1.5%	-19.2%	-6.7%	-6.0%	0.4%	1.6%	u	0.2%
- Cc1ccc(CCN2CC(C(=O)NCCCN3CCCCCC3)CC2=O)cc1 (stereo not drawn)
 : 10.5%	-0.5%	-16.1%	-8.8%	-2.5%	-10.5%	0.3%	1.1%	-2.5%	-0.4%
- CC(C)CCNC(=O)Cn1c(=O)oc2cc(S(=O)(=O)N3CCc4ccccc43)ccc21
 : -1.3%	-14.9%	7.4%	0.0%	0.4%	-9.3%	-13.9%	9.3%	31.5%	8.6%
- CNC(=O)c1sccc1SCc1c(Cl)cccc1Cl
 : 1.2%	3.3%	-1.3%	-20.1%	0.3%	-3.0%	-2.7%	6.9%	-25.7%	-8.2%
- CC(OC(=O)c1cccc([N+](=O)[O-])c1)C(=O)N1CCc2ccccc21 (stereo not drawn)
 : 3.5%	-0.5%	u	-11.3%	-4.7%	x	5.4%	-1.3%	x	x
- Cc1[nH]n(-c2ccccc2)c(=O)c1/C=N/NC(=O)c1cccc([N+](=O)[O-])c1
 : -14.3%	-4.8%	10.9%	-67.0%	-20.2%	-2.9%	-9.1%	8.49µM*	1µM*	2.51µM*
- CS(=O)(=O)c1ccc(-c2nnc(NC(=O)c3cccc(N4C(=O)CCC4=O)c3)o2)cc1
 : -2.3%	3.8%	7.8%	4.0%	-1.6%	x	-1.0%	u	x	x
- COc1ccc2cc(C(=O)NC3CCCCC3)c(=O)oc2c1
 : u	u	-1.7%	36.8%	12.9%	3.2%	10.0%	u	27.5%	u
- COC(=O)Cc1c(C(=O)OC)nnn1-c1ccc(OC(F)(F)F)cc1
 : 2.1%	0.5%	0.0%	32.9%	-5.2%	-12.6%	-0.2%	2.8%	13.2%	-17.9%
- O=C(Nc1nc(=O)[nH]s1)c1ccccc1
 : 3.0%	1.5%	-6.3%	5.3%	-0.2%	-13.9%	4.5%	-16.7%	-1.1%	3.5%
- CCOC(=O)c1sc(=S)n(CC)c1N
 : -4.9%	5.8%	-5.0%	0.1%	0.8%	20.8%	-2.3%	2.3%	10.8%	-1.9%

Brought forward from above: 2 compounds, followed by the next part.
Each structure is followed by: Rab9 prom act	ELG1 genotox	p53 reactivator	BRCA1 expr up	NPC1 prom act	MBNL1 CUG block	uPA generation	FLuc counter	RORgamma inh	VP16 counter
- O=C(Nc1nc(=O)[nH]s1)c1ccccc1
 : 3.0%	1.5%	-6.3%	5.3%	-0.2%	-13.9%	4.5%	-16.7%	-1.1%	3.5%
- CCOC(=O)c1sc(=S)n(CC)c1N
 : -4.9%	5.8%	-5.0%	0.1%	0.8%	20.8%	-2.3%	2.3%	10.8%	-1.9%
- O=C(CCCn1c(=O)oc2ccccc21)N1CCc2ccccc2C1
 : 2.8%	22.9%	8.8%	0.0%	5.3%	-1.5%	1.9%	u	20.8%	-0.5%
- CCC1CCCCN1CCCNC(=O)c1ccc2c(c1)c(C)c(C)n2CC (stereo not drawn)
 : 2.4%	-1.9%	-6.2%	-7.4%	1.0%	-3.7%	-7.3%	1.7%&-3.4%	-4.9%	0.2%
- CCNS(=O)(=O)c1ccc(NS(=O)(=O)c2cc(C)ccc2C)cc1
 : -2.3%	0.0%	-10.5%	-15.2%	1.0%	8.3%	7.2%	1.4%[2.3 µM]	19.4%	4.8%
- COc1ccc2[nH]c(-c3ccc(C)cc3)cc(=O)c2c1
 : 2.51µM*	2.91µM*	u	-13.9%	u	13.3%	2.82µM*	1.51µM*	10µM*	7.94µM*
- CCC1CCCCN1CCN1C(=O)C2C(C(=O)Nc3ccc(OC)cc3)C3C=CC2(O3)C1C(=O)NC1CCCCC1 (stereo not drawn)
 : 0.3%	0.3%	-4.6%	-19.2%	-2.6%	-0.6%	-2.5%	0.6%	8.7%	-9.2%
- Cc1ccc(CN(Cc2cc3cccc(C)c3[nH]c2=O)C(=O)N(C)C)cc1
 : -2.9%	-9.9%	-4.2%	-38.9%	1.6%	-3.8%	3.3%	0.1%[2.3 µM]	3.4%	-9.2%
- O=[N+]([O-])c1ccc(-c2c(-c3ccccc3)ncc3ccc(F)cc23)cc1
 : -8.3%	1.3%	u	9.0%	-3.0%	x	-26.9%	u	x	x
- Cc1cccc(N2CCN(C(=S)NCCc3ccccc3)CC2)c1C
 : -2.9%	1.1%	22.4%	8.1%	2.5%	-11.0%	1.4%	-15.5%	7.8%	u
- CCOC(=O)C1C(c2ccccc2)C(C(=O)OCC)C1c1ccccc1 (stereo not drawn)
 : 0.6%	0.6%	8.6%	22.0%	0.8%	0.7%	2.0%	1.3%	20.7%	-0.6%
- COc1ccccc1N1CCN(C(=O)c2sc3nc(-c4ccc(F)cc4)cn3c2C)CC1
 : -18.7%	-45.6%[inhibitor]	-8.4%	-39.4%	-5.5%	2.2%	-7.1%	2.5%	32.5%	-10.8%
- Cc1cc(N2CCOCC2)nc2ccc(Cl)cc12
 : u	u	u	7.94µM*	u	-9.7%	-2.0%	6.01µM*	0.6%	13.0%
- Cc1ccccc1CN1CCC(CNC(=O)Nc2ccc(F)cc2F)CC1
 : 7.5%	0.0%	-0.5%	6.4%	-0.2%	-5.2%	4.9%	-1.7%	6.5%	11.5%
- CN(Cc1ccccc1)C(=O)COc1cccnc1[N+](=O)[O-]
 : -0.3%	0.6%	2.3%	-3.1%	2.3%	18.3%	0.4%	-1.1%	-1.4%	1.8%
- O=C(CN1C(=O)C2CC=CCC2C1=O)NC1CCCCC1 (stereo not drawn)
 : -8.6%	2.1%	0.3%	1.6%	-7.4%	3.4%	11.5%	-3.3%	8.5%	12.5%
- O=C(CSc1ccc(-c2nc3ccccc3[nH]2)cn1)Nc1ccc(S(=O)(=O)N2CCCC2)cc1
 : -2.2%	-0.8%	16.1%	-7.6%	-4.4%	328.5%[activator]	-2.7%	4.78µM*	9.6%	0.4%
- NC1=NC(=O)C(Cc2cccc(Cl)c2Cl)S1 (stereo not drawn)
 : -5.3%	2.5%	6.1%	55.9%	0.9%	x	-2.0%	-16.2%	25.3%[10 µM]	2.0%
- CC(=O)Nc1ccc(OS(=O)(=O)c2ccccc2C)cc1
 : 15.2%	3.2%	3.0%	16.9%	-0.4%	-4.4%	-1.0%	0.4%	12.7%	0.1%
- Cc1cc(NC(=S)N(CCCN2CCN(C)CC2)Cc2ccco2)ccc1Cl
 : 3.8%	-1.9%	-2.1%	-22.8%	1.0%	-9.5%	-11.7%	-2.0%	u	8.0%
- Cn1cc(Br)c(C(=O)NC2CCCCC2)n1
 : -0.5%	2.9%	u	14.9%	0.7%	0.7%	5.3%	-0.4%	22.5%	8.9%
- Cc1cccc(/C=N/NC(=O)c2ccccc2OCc2cccc(Br)c2)n1
 : 0.0%	-4.1%	-5.7%	-69.1%	14.6%	4.0%	-5.0%	19µM*	15.8µM*	u
- CCOC(=O)c1oc2nc3c(cc2c1N)CCCC3
 : 1.41µM*	u	14.7%	u	1.41µM*	x	-4.8%	5.36µM*	6.7%	-0.5%
- O=C(NCc1ccccn1)c1ccc(Cn2cc(C(F)(F)F)ccc2=O)cc1
 : -2.9%	2.5%	0.7%	-29.3%	-2.6%	-0.8%	2.7%	5.9%	22.4%	4.5%
- COc1ccc(S(=O)(=O)Nc2noc3ccccc23)cc1OC
 : -5.1%	4.1%	-4.5%	-0.9%	-2.3%	-2.7%	-4.0%	-0.1%	18.8%	-13.4%
